Bioassay records: PubChem BioAssay, several laboratories
DSG3 Ab inh – inhibitors of pemphigus antibody binding to DSG3, primary screen, biochemical, bead-based, flow cytometry, scFv-GFP | DSG3-coupled beads, scFv-anti-DSG3-GFP binding; active compounds read low | binding (percent of control), % at 10 µM | 310,000 compounds, 0.48% hits;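 active = binding more than 3 SD below its plate's average and above zero; inconclusive = below that plate limit but binding exactly zero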;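 note: hits lower antibody fragment binding to DSG3; some compounds called inactive have numbers as strong as hits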
Target sequence (P32926 whole entry, looked up, the tested form may be a part): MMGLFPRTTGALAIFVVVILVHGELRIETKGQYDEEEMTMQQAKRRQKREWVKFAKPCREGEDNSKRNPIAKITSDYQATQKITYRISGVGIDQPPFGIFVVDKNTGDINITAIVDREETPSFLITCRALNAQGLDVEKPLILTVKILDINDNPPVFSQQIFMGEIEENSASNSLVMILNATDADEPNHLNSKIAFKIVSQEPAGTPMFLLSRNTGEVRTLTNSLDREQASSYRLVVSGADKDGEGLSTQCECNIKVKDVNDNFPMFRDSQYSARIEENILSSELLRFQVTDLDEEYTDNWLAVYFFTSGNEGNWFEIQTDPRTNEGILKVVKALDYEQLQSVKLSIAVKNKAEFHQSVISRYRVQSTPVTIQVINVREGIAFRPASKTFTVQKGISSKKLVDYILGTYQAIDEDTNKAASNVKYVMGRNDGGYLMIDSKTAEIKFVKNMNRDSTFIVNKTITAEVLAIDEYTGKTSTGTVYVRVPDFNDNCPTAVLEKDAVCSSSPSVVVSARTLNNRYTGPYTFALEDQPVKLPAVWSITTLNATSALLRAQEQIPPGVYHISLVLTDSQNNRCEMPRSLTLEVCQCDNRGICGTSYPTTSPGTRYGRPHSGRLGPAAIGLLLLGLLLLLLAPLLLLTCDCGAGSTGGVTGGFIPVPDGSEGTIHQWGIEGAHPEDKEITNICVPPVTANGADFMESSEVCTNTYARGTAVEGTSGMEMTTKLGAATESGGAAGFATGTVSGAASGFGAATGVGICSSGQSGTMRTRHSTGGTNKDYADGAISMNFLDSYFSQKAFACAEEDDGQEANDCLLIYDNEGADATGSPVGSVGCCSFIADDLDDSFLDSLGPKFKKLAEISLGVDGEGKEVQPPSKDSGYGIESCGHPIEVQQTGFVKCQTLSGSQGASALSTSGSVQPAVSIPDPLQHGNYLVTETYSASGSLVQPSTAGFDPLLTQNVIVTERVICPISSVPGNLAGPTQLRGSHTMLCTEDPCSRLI
OPRM1-OPRD1 inv – inverse agonists of MOR-DOR heterodimerization, primary screen, cell-based, luminescence; Mu-type opioid receptor (Homo sapiens) + Delta-type opioid receptor (Homo sapiens), …; cell-based MOR-DOR heterodimer luminescence, inverse agonism; inhibition, % at 9.3 µM; 340,000 compounds, 0.21% hits; AID 504357, 2011; in the data active = inhibition above about 22%, passing the limit was not always enough;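 note: 0% = cells with DMSO and 100% = wells without cells with DMSO; values of inactives mirror those of a sister screen read the other way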
AddAB inh – growth inhibition of E. coli expressing H. pylori AddAB, primary screen, AddAB inhibitor project, absorbance; inhibition, % at 11.9 µM; 330,000 compounds, 0.29% hits; AID 435030, 2010; in the data active = inhibition above about 12%;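 note: 0% = vehicle wells of infected cells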
Tat transport – E. coli Tat export inhibitors, primary screen, MC4100, TorA-mCherry reporter, fluorescence, single point; inhibition, % at 10 µM; 340,000 compounds, 0.036% hits;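 active = mean replicate inhibition at least 50% and at least half of replicates individually reaching 50%; inconclusive = only one of the two criteria met; inactive = neither criterion met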;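 note: exported cargo escapes ClpAP degradation while cytoplasmic cargo is degraded and loses fluorescence; 0% = median of neutral control wells and 100% = median of NaSCN control wells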
Ecoli viability – E. coli V3065 growth inhibition, primary screen, counter-screen for AddAB inhibitor project, absorbance, OD600; inhibition, % at 11.9 µM; 18 h; 330,000 compounds, 0.27% hits; AID 449728, 2010;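 active = inhibition above the campaign's mean inhibition across all tested compounds plus 3 SD, cut at about 9.9% in these data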;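 note: uninfected addAB+ strain grown without phage in ampicillin broth; 0% = DMSO wells and 100% = ciprofloxacin 0.95 µg/ml wells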
phage Ecoli inh – growth loss of phage-infected E. coli, primary screen, RecBCD inhibitor project, absorbance, with phage, HTS; 360,000 compounds, 0.26% hits; inhibition, % at 11.9 µM; AID 651602, 2012; in the data active = inhibition above about 11%
SUMO Mot1 rescue – yeast Mot1-301 growth rescue at high temperature, primary screen, SUMOylation pathway inhibitor project, S. cerevisiae, ATP luminescence, 38.5C | S. cerevisiae Mot1-301 growth rescue; percent above DMSO median, 100 means doubled | growth rescue, % at 18.8 µM | 320,000 compounds, 1% hits | AID 2716, 2010;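 active = every valid replicate shows activation above 250% relative to neutral control wells; inactive = the rest, any valid replicate at or below 250%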;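 note: OY570 slx delta 5 strain wells were the positive control but not used for scaling; some compounds called inactive have numbers as strong as hits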
Arr AP2 block – inhibitors of beta-arrestin/AP2 binding, primary screen, biochemical, GPCR trafficking, flow cytometry | 340,000 compounds, 0.31% hits | beta-arrestin 1 C-terminal peptide binding to AP2 beta2-adaptin appendage (human) | inhibition, % at 10 µM | FITC-arrestin peptide / GST-AP2 beads; AP2 beta2 appendage carries R879A mutation | AID 504490, 2011;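 active = inhibition above a set limit, near 3 SD of compounds lacking own fluorescence, cut at about 54% in these data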;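 note: plate controls were DMSO wells for no effect and 5 µM unlabelled arrestin peptide for full effect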
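Test system: GST-tagged AP2 beta2-adaptin appendage (R879A) on 4 µm glutathione beads; also added: fluorescein-tagged arrestin peptide at 50 nM final; timing: 12 min plus 1 h, RT; signal: flow cytometry, FL1 (488/535 nm); read-out: percent drop in bead-associated FITC signal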
MOR-DOR ag – agonists of OPRM1-OPRD1 heterodimerization, primary screen, cell-based, luminescence | Mu-type opioid receptor (Homo sapiens) + Delta-type opioid receptor (Homo sapiens), … | cells | activation, % at 9.3 µM | 340,000 compounds, 0.3% hits | AID 504326, 2011; in the data active = activation above about 18%;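 note: 0% = vehicle-treated cells and 100% = reference agonist; values of inactives mirror those of a sister screen read the other way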
PfHsp90 yeast 2 – growth inhibition of PfHsp90-expressing yeast, primary screen, antimalarial PfHsp90 inhibitor project, S. cerevisiae, BacTiter-Glo luminescence, single point, set 2; BacTiter-Glo ATP, 48 h; yeast lacking PDR1 and PDR3 efflux regulators; inhibition, % at 9.4 µM; 310,000 compounds, 0.32% hits; AID 504621, 2011;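 active = every replicate shows inhibition above about 80%, whatever the replicate mean, limit read from the data; inconclusive = mean inhibition reaches the set limit but some replicate falls short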;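 note: 0% = DMSO neutral controls and 100% = 20 µM radicicol positive controls; yeast relying on Plasmodium falciparum Hsp90 in place of its own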
PKA-R1A act – activators of PKA-R1A holoenzyme, primary screen, biochemical, fluorescence polarization, Cy5-IP20, bovine R1A, mouse PKAc; 340,000 compounds, 0.083% hits; activation, % at 11.4 µM; AID 504707, 2011; PKA-R1A dissociation; scaled: DMSO 0%, 113 µM cGMP 100%; cAMP-dependent protein kinase type I-alpha regulatory subunit (Bos taurus) + …;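 active = percent activation above the mean of all tested compounds plus 3 SD, cut at about 19% in these data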;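 note: higher means more PKAc released from R1A so a rise in polarization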
Starred values were filed as active, the others as inactive; ? = inconclusive; . = no result given; + = active, no number. Compounds as they come; any-hit rate near 2.8%.

SMILES	DSG3 Ab inh	OPRM1-OPRD1 inv	AddAB inh	Tat transport	Ecoli viability	phage Ecoli inh	SUMO Mot1 rescue	Arr AP2 block	MOR-DOR ag	PfHsp90 yeast 2	PKA-R1A act
Cc1ccc(C(=O)N=c2sccn2C)cc1S(=O)(=O)N1CCOCC1	104	2	1.6	-1	3.0	2.5	277	-14	-0.4	0	-10
O=C(CSc1ncn[nH]1)NCCCc1ccccc1	103	5	4.2	1	-1.3	2.7	6	-2	-0.8	20	6
Cc1cccc(-n2c(C)n[nH]c2=S)c1	103	9	0.4	0	2.7	2.4	-2	-7	-1.6	-7	2
COc1cc2c(C(=O)NC3CCCCCC3)cn(C)c(=O)c2cc1OC	116	8	1.8	4	0.1	-2.1	-16	-6	-1.8	14	-3
CC1Cc2ccccc2N1Cc1nc2scc(-c3cccs3)c2c(=O)[nH]1 (stereo unspecified)	.	-7	2.6	-13	0.1	-0.3	-14	-6	1.1	4	0
COc1ccc(C2=NO[C@@H]3C(=O)N(Cc4ccccc4)C(=O)[C@H]23)c(OC)c1	105	.	1.4	.	-1.8	2.5	22	2	.	.	.
OC(CNCc1ccco1)Cn1c2ccc(Br)cc2c2cc(Br)ccc21 (stereo unspecified)	130	-63	1.6	-6	0.4	-0.1	-73	-6	11	44	-2
Cc1ccc(S(=O)(=O)Nc2c(C)n(C)n(-c3ccccc3)c2=O)c(C)c1	93	-15	-1.0	-1	-0.4	0.6	-8	-3	3.0	-7	-5
CCCCN(C(=O)c1ccc(N2CCCC2=O)cc1)c1c(N)n(CCC)c(=O)[nH]c1=O	103	13	2.1	-6	0.3	0.3	4	1	-3.1	.	-3
COc1ccc(CNC(=O)C2CCN(S(=O)(=O)c3ccc(-c4nn[nH]n4)cc3)CC2)cc1	103	4	1.4	-3	0.1	1.2	12	41	-0.7	6	3
CCOC(=O)c1ccc(NC(=O)c2cc(C)nc3ccccc23)cc1	97	-1	1.3	3	0.3	0.6	-16	21	0.3	-7	4
Cc1snc(SCC(=O)c2ccc(F)cc2)c1C#N	102	-7	2.6	-2	3.0	4.9	704	16	1.3	-15	0
O=C(Nc1c(F)cccc1F)C1CCN(C(=O)c2cccs2)CC1	.	5	4.0	-5	0.5	-0.2	-9	-1	-0.8	17	-7
CCC(=O)N(c1nnc(SCC(=O)c2ccc[nH]2)s1)C1CC1	90	3	0.8	-15	-1.9	2.3	36	-14	-0.6	-10	3
CC(=O)c1c(C)[nH]c(C(=O)CN2C(=O)NC(CCc3ccccc3)C2=O)c1C (stereo unspecified)	94	-9	1.6	-5	-0.1	-2.3	-15	-1	1.8	6	-1
OCCC1CN(Cc2cccn2-c2nccs2)CCN1Cc1ccccc1 (stereo unspecified)	107	-7	2.3	18	1.0	0.7	137	-20	1.2	35	8
O=C(NCc1ccccc1F)C1CCN(C(=O)NCc2ccccc2)CC1	102	-1	0.3	5	-0.4	1.4	0	3	0.2	-14	11
O=C(c1ccc(OC(F)(F)F)cc1)c1ncc[nH]1	105	9	2.5	-3	-1.0	.	-8	7	-1.7	-24	-7
Cc1ccc([C@@H]2CC=C(C(=O)O)[C@H](c3ccc(Br)cc3)N2S(=O)(=O)c2ccc(C)cc2)cc1	106	9	1.2	5	-1.1	2.8	.	7	-1.9	-96	4
COc1ccc(NS(=O)(=O)c2ccc(SC)cc2)c(OC)c1	100	6	3.5	-7	2.8	-0.8	-6	1	-1.0	0	-1
COc1ccc(C(=O)NNC(=O)c2cc(C)[nH]n2)cc1	95	17	0.6	1	0.8	0.0	-2	39	-3.3	-6	-1
S=C(NCCc1ccccc1)Nc1ccc(Cl)cc1Cl	108	-18	2.2	-1	3.5	5.7	-7	0	3.2	-18	-14
O=C(NC(Cc1ccccc1)C(=O)O)/C(=C/c1ccc([N+](=O)[O-])cc1)NC(=O)c1ccccc1Br (stereo unspecified)	86	2	1.0	-2	2.5	3.6	13	0	-0.4	-4	1
CCOC(=O)c1cc2c(ccc3ccccc32)oc1=O	101	10	2.5	11	1.6	0.4	-6	-8	-1.9	-19	-6
COc1cc(OC)c(NC(=O)c2ccoc2C)cc1Cl	104	7	1.6	1	0.7	2.4	890	8	-1.3	1	2
The list goes on:
SMILES	DSG3 Ab inh	OPRM1-OPRD1 inv	AddAB inh	Tat transport	Ecoli viability	phage Ecoli inh	SUMO Mot1 rescue	Arr AP2 block	MOR-DOR ag	PfHsp90 yeast 2	PKA-R1A act
COc1cc2nc(CSc3nc(-c4ccc(F)cc4)cs3)[nH]c(=O)c2cc1OC	111	11	2.7	-2	-0.2	1.5	-8	4	-2.0	-3	0
COc1ccccc1CNC(=O)CSc1ccc(-c2cccc([N+](=O)[O-])c2)nn1	.	18	5.8	6	-0.7	3.4	-19	14	-3.9	-8	-1
CCOC(=O)N1CCN(C(=O)CSc2nnc(Cc3cccn3C)n2CCc2ccccc2)CC1	98	17	0.8	10	-2.0	1.9	12	-5	-3.2	-4	-11
COc1ccc(S(=O)(=O)N2CCCCCC2)cc1C(=O)OCC(=O)NC1CCS(=O)(=O)C1 (stereo unspecified)	.	-5	3.0	-4	1.4	4.4	10	5	1.2	9	14
c1ccc(-c2nnc(SCc3nnc(-c4cccs4)o3)o2)cc1	98	6	1.6	-1	-1.5	3.7	-3	4	-1.0	-4	1
CCc1ccc(OCC(=O)Nc2ccc(-c3cc4ccccc4oc3=O)c(OC)c2)cc1	102	-12	-2.4	4	1.3	-0.4	10	-1	2.0	-26	-5
CC(=O)Nc1ccc(S(=O)(=O)NCc2cn3c(C)csc3n2)cc1	103	2	1.4	-9	0.7	0.7	-20	12	-0.4	-26	-4
Cc1ccc(OCC(=O)Nc2cccc(S(=O)(=O)N3CCOCC3)c2)c([N+](=O)[O-])n1	99	-6	-0.2	-5	-3.1	3.5	-5	9	1.3	5	-1
Cc1cc(C)cc(NC(=O)C2CCCN(S(=O)(=O)c3ccc4[nH]c(=O)ccc4c3)C2)c1 (stereo unspecified)	106	12	2.9	-7	-0.9	-1.4	+	19	-2.4	-54	5
CC(C)CN(C(=O)COC(=O)c1ccc(Br)o1)c1c(N)n(Cc2ccccc2)c(=O)[nH]c1=O	101	-2	-3.6	-1	-4.2	2.0	4	6	0.3	.	-17
COc1ccc(N2CCN(C(=O)CNC(=O)c3nn(-c4ccc(OC)cc4)c(=O)c4ccccc34)CC2)cc1	107	15	3.5	0	1.1	-2.6	-3	-7	-2.8	2	-7
COc1ccc(C(=O)NNC(=O)c2cccc(F)c2)cc1	124	8	1.0	3	0.4	1.7	-18	-6	-1.5	.	2
O=[N+]([O-])c1ccc(CN2CCN(c3nc4ccccc4s3)CC2)cc1	108	4	-1.6	-1	-0.4	1.4	278	36	-0.9	4	4
Cn1c(=O)n(CCc2ccccc2)c(=O)c2c1nc1n2CCCN1CCc1ccccc1	.	-26	1.9	15	1.8	3.7	2	-1	5.7	17	-7
CN(C)NC(=S)Nc1cccc(Cl)c1	.	17	4.1	0	0.7	1.9	12	-2	-3.6	1	2
Cc1cccc(CSc2ccc3nnc(-c4ccccn4)n3n2)c1	86	14	-0.7	6	0.5	1.7	0	-2	-3.1	-30	8
CN1C=CC(=O)[C@@H](OC(=O)Nc2ccc(Br)cc2)[C@H]1c1ccccc1Br	101	7	.	2	.	1.0	.	-15	-1.4	0	-3
O=C1OCc2ccc(NC(=O)C3CC3)cc21	100	-8	2.4	?	-1.9	-0.5	6	17	1.7	-1	-6
Cc1cccc(C(=O)NNC2=C(C(=O)C(F)(F)F)CCC2)c1O	101	-5	-0.2	4	-0.2	5.1	6	2	1.0	8	11
O=C(c1ccccc1)c1ccc(O)cc1O	101	5	-0.1	2	-0.2	0.7	-13	11	-1.0	-4	9
Cc1cc(NCc2ccccc2)n2ncc(-c3ccccc3)c2n1	98	-21	0.7	10	1.6	0.6	7	-18	4.3	33	-5
CN(C)S(=O)(=O)c1cc(NC(=O)COC(=O)/C=C/c2ccco2)ccc1Cl	95	3	1.8	-3	1.4	1.8	.	6	-0.5	18	-4
CC1CC(NC(=O)/C=C/C(=O)O)CC(C)(C)C1 (stereo unspecified)	.	7	-0.9	-7	-0.4	2.5	2	6	-1.4	2	-2
O=C(O)c1ccc(N/C(=N\S(=O)(=O)c2ccc(Cl)cc2)c2ccccc2)cc1	101	9	6.9	1	2.7	0.1	-4	31	-1.8	0	-11
CCOC(=O)c1ccc(CSc2nnc(-c3ccncc3)n2N)cc1	.	10	5.9	8	-1.3	0.8	5	0	-2.4	-16	-1
Later entries
SMILES	DSG3 Ab inh	OPRM1-OPRD1 inv	AddAB inh	Tat transport	Ecoli viability	phage Ecoli inh	SUMO Mot1 rescue	Arr AP2 block	MOR-DOR ag	PfHsp90 yeast 2	PKA-R1A act
CCCCCC(=O)N/N=C/c1cccs1	110	-3	0.3	-4	-1.1	1.1	-9	6	0.5	-25	-6
CCSc1nnc(NC(=O)CSc2nncc(=O)n2N)s1	101	-1	-0.2	-3	-1.1	0.6	25	-1	0.1	.	-6
O=C(CN1CCN(C(=O)c2ccco2)CC1)Nc1ccc(Br)cc1	100	-9	4.4	32	-4.2	1.0	5	-3	1.2	-9	-10
COC(=O)c1ccc(/C=N/OCC(=O)NCCc2ccc(OC)c(OC)c2)cc1	108	-10	-0.7	2	1.0	2.4	-1	7	1.9	-29	10
O=C(CCCc1nc(-c2ccc(Cl)cc2)no1)NC1CCCCC1	89	2	4.2	2	-0.1	0.8	861*	-19	-0.5	-12	-6
O=C(O)c1cccc(NC(=S)N/N=C/c2c[nH]c3ccccc23)c1	101	-13	3.3	-2	0.1	2.2	-14	0	1.8	-25	8
COc1ccc(Cl)cc1-c1nc(SCC(=O)NC2CCS(=O)(=O)C2)n[nH]1 (stereo unspecified)	98	4	0.1	-7	-1.2	1.2	-6	-18	-0.9	.	-4
CCNC(=O)Nc1cc(S(=O)(=O)Nc2ccc(OC)cc2)ccc1N1CCOCC1	.	14	3.7	-1	1.4	.	-8	-3	-3.7	-4	9
O=C(NCCC(=O)N1CCCC1)c1ccccc1Cl	93	8	0.9	2	1.4	3.1	9	-6	-1.5	4	-1
COc1ccccc1Cc1nc(-c2ccc(C)cc2)no1	.	-28	2.3	4	1.2	3.5	139	11	4.7	.	4
Cc1ccc(C(=O)Cn2cnc3ccccc3c2=O)cc1	.	10	1.9	-6	-2.5	2.9	-11	4	-2.4	26	6
